PhoP inhibition: inhibitors of PhoP regulon expression, primary screen, Salmonella Typhimurium, GFP reporter (AID 1863) | 0.16% of 300,000 active | S. Typhimurium PhoP-regulated promoter GFP reporter, 4 h; higher % means a stronger effect | inhibition, % at 50 µM, or IC50 in µM where a hit was titrated;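 active means inhibition over 29.93%, a cutoff 3 SD above the screen mean, later confirmed by dose response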;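 further: 0% = low Mg2+ inducing control and 100% = high Mg2+ repressing control; strong numbers were not always called active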
NOD2 inhibition: NOD2 signaling inhibitors, cell-based, luminescence, uHTS, HEK293 (AID 1566) | 0.63% of 290,000 active | HEK293 NOD2/NF-kB luciferase reporter, luminescence; higher % means a stronger effect | inhibition, % at 4 µM, or EC50 in µM where a hit was titrated; further: many of its hits are not listed in these tables
LYP phosphatase: inhibitors of LYP phosphatase, biochemical, fluorescence intensity, uHTS (AID 1779). Tyrosine-protein phosphatase non-receptor type 22 (Homo sapiens). recombinant LYP phosphatase, fluorescence intensity; higher % means a stronger effect. inhibition, % at 11.5 µM; hits with a dose series show IC50 in µM. 0.054% of 290,000 active;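 further: plate controls were vehicle with enzyme for no effect and no enzyme for full effect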
KOR beta-arrestin-1: KOR agonists, beta-arrestin recruitment, primary screen, cell-based, luminescence, uHTS (AID 1777); Kappa-type opioid receptor (Homo sapiens); KOR beta-arrestin recruitment, luminescence; higher % means a stronger effect; activation, % at 10 µM; hits with a dose series show EC50 in µM; 0.02% of 280,000 active; in the data active means activation above about 50%, passing the limit was not always enough; further: a part of the inactive calls stands beside numbers as strong as those of hits
HIV fusion peptide: inhibitors of HIV fusion peptide binding, primary screen, biochemical, uHTS, fluorescence dequenching (AID 1986) | cell-free peptide binding, fluorescence dequenching, 30 min; higher % means a stronger effect | 0.3% of 290,000 active | inhibition, % at 20 µM, or IC50 in µM where a hit was titrated; in the data active means inhibition mostly above about 52%, no sharp cut-off; inactive means mostly below about 76%; further: some results filed as inactive read as strong as hits
NOD1 NF-kB reporter: NOD1 signaling inhibitors, primary screen, cell-based, luminescence, uHTS (AID 1578). NOD1-driven NF-kB luciferase reporter cells, luminescence; higher % means a stronger effect. inhibition, % at 4 µM, or EC50 in µM where a hit was titrated. 1% of 290,000 active; in the data active means inhibition mostly above about 36%, no sharp cut-off; inactive means mostly below about 34%;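 further: HEK-293T reporter cells stimulated with the NOD1 agonist gamma-tri-DAP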
SIAH1 antagonists: Siah-1 peptide-binding antagonists, primary screen, biochemical, fluorescence polarization, rhodamine-plectin, uHTS (AID 1817). E3 ubiquitin-protein ligase SIAH1 (Homo sapiens). 0.02% of 290,000 active. one-dose displacement, % at 20 µM; IC50 in µM for titrated hits. Siah-1 / rhodamine-plectin peptide fluorescence polarization; higher % means a stronger effect;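 active means displacement of at least 50% at 20 µM, with a fluorescence ratio check between 0.3 and a set limit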;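 further: plate controls were Siah plus tracer with DMSO for no effect and tracer alone without Siah for full effect; strong numbers were not always called active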
KOR beta-arrestin-2: KOR antagonists, beta-arrestin recruitment, cell-based, luminescence, uHTS (AID 1778) | Kappa-type opioid receptor (Homo sapiens) | KOR beta-arrestin recruitment, luminescence, antagonist mode; higher % means a stronger effect | inhibition, % at 10 µM, or IC50 in µM where a hit was titrated | 0.091% of 290,000 active; further: strong numbers were not always called active
Myeloid diff 2: induction of myeloid progenitor differentiation, primary screen, cell-based, flow cytometry, MLPCN library; ER-HoxA9 myeloid progenitors, lysozyme-GFP differentiation; calls only at 10 µM; 1% of 360,000 active; AID 624256, 2012;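 active means normalized GFP-positive differentiation at or above the plate's own cutoff, the solvent-only control mean plus 3 SD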;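 further: cells exposed to compound for four days before flow analysis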
Myeloid diff 2 GFP+ MAC1+ %: recorded beside Myeloid diff 2, whose call it bears; GFP+ MAC1+ double positive, %; measured here: differentiation confirmed by MAC1 staining
Starred values were filed as active, the others as inactive; i = inactive; · = not tested or not shown; + = active, no number. Unless noted, no stated cut-off is given here; in the data, active means inhibition above about 50%; inactive means the rest. Only part of the results is shown. The share of hits here may be higher or lower than overall.

Sample of the layout:
SMILES,KOR beta-arrestin-2,HIV fusion peptide,Myeloid diff 2 GFP+ MAC1+ %,LYP phosphatase,PhoP inhibition,SIAH1 antagonists,NOD2 inhibition,Myeloid diff 2,KOR beta-arrestin-1,NOD1 NF-kB reporter
CCC(C)[C@H](NC(=O)[C@@H]1Cc2ccccc2CN1C(=O)OC(C)(C)C)C(=O)NCC1CCC(C(=O)O)CC1 (stereo partly drawn),3.4%,-2.4%,0.3,-3.4%,-11.3%,0.5%,10.2%,i,·,2.5%
O=Cc1c(C(=O)O)n(CC(=O)O)c2ccccc12,-7.5%,11.8%,0.7,-6.2%,-6.8%,-1.6%,7.3%,i,0.7%,-37.0%
CC(=O)c1ccc(OCC(O)CN2CCN(c3ccc(F)cc3)CC2)cc1 (stereo not drawn),17.0%,-0.9%,0.2,-5.5%,7.4%,-2.0%,-8.4%,i,-2.1%,-8.6%
C=CCN(CC=C)C(=O)C(=O)c1cc(C)n(-c2ccc([N+](=O)[O-])cc2)c1C,-4.9%,-1.8%,0.5,-3.9%,-9.7%,1.7%,9.7%,i,-1.4%,12.4%

Main list, repeating the preview:
SMILES,KOR beta-arrestin-2,HIV fusion peptide,Myeloid diff 2 GFP+ MAC1+ %,LYP phosphatase,PhoP inhibition,SIAH1 antagonists,NOD2 inhibition,Myeloid diff 2,KOR beta-arrestin-1,NOD1 NF-kB reporter
CCC(C)[C@H](NC(=O)[C@@H]1Cc2ccccc2CN1C(=O)OC(C)(C)C)C(=O)NCC1CCC(C(=O)O)CC1 (stereo partly drawn),3.4%,-2.4%,0.3,-3.4%,-11.3%,0.5%,10.2%,i,·,2.5%
O=Cc1c(C(=O)O)n(CC(=O)O)c2ccccc12,-7.5%,11.8%,0.7,-6.2%,-6.8%,-1.6%,7.3%,i,0.7%,-37.0%
CC(=O)c1ccc(OCC(O)CN2CCN(c3ccc(F)cc3)CC2)cc1 (stereo not drawn),17.0%,-0.9%,0.2,-5.5%,7.4%,-2.0%,-8.4%,i,-2.1%,-8.6%
C=CCN(CC=C)C(=O)C(=O)c1cc(C)n(-c2ccc([N+](=O)[O-])cc2)c1C,-4.9%,-1.8%,0.5,-3.9%,-9.7%,1.7%,9.7%,i,-1.4%,12.4%
O=C(Nc1ccccc1C(=O)NCCN1CCOCC1)c1ccc(Cl)cc1Cl,-3.4%,-0.8%,0.8,-6.0%,0.6%,10.2%,12.4%,i,-0.2%,-26.8%
CCOc1ccccc1CNC(=O)C1CCN(C(=O)c2sccc2-n2cccc2)CC1,-24.8%,-0.8%,0.7,-4.6%,-5.1%,-2.8%,-10.1%,i,7.8%,-13.5%
C=CCn1c(SCC(=O)Nc2sccc2C(N)=O)nc2ccc(Cl)cc2c1=O,-24.4%,-1.3%,1.1,3.8%,-1.1%,-3.0%,38.3%,i,-2.5%,26.5%
CC(C)(C)C(=O)Nc1nnc(SCC(=O)Nc2ccc3c(c2)OCO3)s1,26.7%,-1.5%,0.0,-5.3%,-3.6%,15.7%,6.8%,i,-4.7%,-22.5%
Fc1ccc(/C=N/Nc2nc3ccccc3[nH]2)cc1F,-46.3%,-2.2%,0.4,-3.9%,-6.2%,-6.9%,-38.9%,i,5.9%,-9.5%
O=C(c1ccccc1)N(Cc1cccc(Br)c1)C1CCS(=O)(=O)C1 (stereo not drawn),-4.7%,-1.7%,6.6,-9.2%,-2.3%,6.6%,8.9%,i,4.0%,4.7%
CC(=O)N[C@@H]1[C@@H](O)[C@@H]2OC(c3ccccc3)OC[C@H]2O[C@@H]1N=[N+]=[N-] (stereo partly drawn),-46.8%,0.9%,0.2,-11.1%,-6.4%,-3.4%,0.6%,i,0.1%,8.0%
CCN(Cc1cc(=O)n2cc(Cl)c(C)c(Cl)c2n1)Cc1nc2ccccc2c(=O)[nH]1,-10.5%,2.0%,0.2,4.1%,-2.3%,-1.5%,-2.1%,i,-0.4%,-26.6%
C=CCNc1nc(C(=O)OCC)nc2ccccc12,-4.9%,-1.5%,0.2,-4.8%,2.6%,-1.5%,15.5%,i,-1.5%,-4.6%
CCCCN(C)CC(O)Cn1cc(/C=C/C(=O)c2cccs2)c2ccccc21 (stereo not drawn),19.9%,5.7%,1.6,-7.0%,-22.1%,-13.6%,-55.4%,i,-3.4%,-19.9%
CCN=C1S/C(=C\c2cc(Cl)c(OC)c(OC)c2)C(=O)N1CC,-27.9%,2.6%,0.3,-4.9%,-7.9%,-3.9%,15.5%,i,4.5%,5.0%
COc1ccc(CNC(=O)COC(=O)/C=C/c2cccs2)cc1,26.6%,2.6%,0.6,8.0%,9.3%,2.2%,1.8%,i,3.6%,-51.8%
O=C(c1ccc(F)cc1)N1CCN(C2CC3CCC2C3)CC1 (stereo not drawn),1.4%,0.1%,0.8,-11.5%,0.2%,-5.8%,6.5%,i,-1.8%,4.6%
Cc1ccc(/C=C/C(=O)Nc2nnc(C)s2)o1,9.8%,4.5%,0.6,-2.9%,-17.1%,4.2%,2.4%,i,5.2%,-23.1%
COc1ccc(NC(=O)COc2ccc(/C=N/n3c(C)nnc3C)cc2OC)cc1,11.3%,-1.3%,1.2,5.7%,-10.3%,-0.8%,-21.6%,i,-1.7%,-57.2%
CCCc1cc(NCCCn2ccnc2)n2nc(C)c(-c3ccccc3)c2n1,2.4%,-0.6%,0.0,-5.3%,-7.5%,22.3%,12.8%,i,1.6%,-12.6%
O=C(Nc1cccc(S(=O)(=O)NC2=NCCCCC2)c1)c1cc(-c2ccccc2)nc2ccccc12,-17.9%,-0.5%,0.7,10.8%,22.4%,-6.2%,20.4%,i,1.8%,31.0%
CCc1ccc(-c2cc(C)no2)cc1S(=O)(=O)Nc1ccc(Cl)cn1,-34.1%,7.7%,0.5,-7.3%,7.3%,5.3%,-9.4%,i,1.0%,-21.3%
CC(=O)N1N=C(c2ccc(C)o2)CC1c1ccc(F)cc1 (stereo not drawn),-2.6%,0.9%,0.6,-0.5%,1.8%,-0.7%,-16.0%,i,-2.0%,-21.2%
CN(CCCNC(=O)C1CCN(S(=O)(=O)N2CCC3(CC2)OCCO3)CC1)Cc1ccccc1,-79.2%,83.6%,4.4,-4.6%,-8.8%,-1.4%,-3.8%,i,8.3%,-17.1%
Cc1ccc(C)c(-n2cc(CNCCc3cnccn3)c(-c3ccccc3)n2)c1,-0.6%,1.2%,0.4,-12.6%,0.2%,0.3%,16.3%,i,-2.9%,-4.8%
COc1cc(C(=O)N/N=C/c2ccc(OC(=O)N3CCOCC3)cc2)cc(OC)c1OC,0.2%,0.9%,0.4,-0.8%,5.8%,0.2%,14.5%,i,10.8%,-12.2%
C/C(=N/NC(=O)c1ccncc1)C1=C(O)CC(C)(C)CC1=O,-8.7%,0.0%,0.2,-0.9%,6.8%,4.0%,10.5%,i,0.8%,-23.9%
O=c1oc(Cc2ccccc2)nc2ccccc12,28.5%,1.6%,0.6,-4.1%,0.1%,8.2%,0.8%,i,-1.5%,4.3%
O=C1CCCCN1CCCC(=O)N1CCCC(Nc2ccc(F)c(F)c2)C1 (stereo not drawn),-27.8%,-0.4%,0.5,-3.1%,-6.1%,-8.2%,24.4%,i,9.1%,26.1%
COc1cccc(CN2C(=O)c3ccccc3C2C(=O)NCC2CCCO2)c1 (stereo not drawn),-9.4%,0.9%,1.8,-1.1%,-0.6%,2.8%,3.0%,i,2.7%,-6.8%
CCC(C)(C)n1nnnc1C(c1cccc(C#N)c1)N1CCN(c2cccc(C)c2C)CC1 (stereo not drawn),19.9%,-2.9%,2.4,1.6%,-10.2%,4.5%,-34.6%,i,2.4%,-13.9%
Cc1cc(S(=O)(=O)N2CCCC(C)C2)ccc1-n1cnnn1 (stereo not drawn),-27.5%,1.5%,0.6,-11.9%,-6.2%,-4.6%,0.9%,i,6.3%,-10.3%
CCc1ccc(NCc2ccc(OC)c(Cn3ccnc3)c2)cc1,37.3%,-2.3%,0.9,-6.5%,1.3%,10.0%,18.8%,i,-17.5%,-2.2%
COc1cc(CCC(=O)Nc2ccncc2Cl)cc(OC)c1OC,-4.5%,0.0%,1.9,-9.3%,1.1%,-0.1%,3.8%,i,-3.0%,-6.1%
COc1ccc(OC)c(C2SCCN2S(C)(=O)=O)c1 (stereo not drawn),-17.9%,2.1%,1.2,-0.2%,0.2%,-2.6%,8.5%,i,7.7%,-8.9%
CCc1c(C)nc(SC)n(CC#N)c1=O,30.2%,0.9%,1.0,-1.5%,-2.8%,11.5%,8.3%,i,-4.4%,-23.5%
CCC(C)NS(=O)(=O)c1ccc(OCC(=O)NCc2cccnc2)cc1 (stereo not drawn),0.6%,-0.5%,1.1,-3.2%,3.9%,1.8%,-5.4%,i,1.5%,-1.2%
Cc1cccc(NC(=S)N(C)C2(c3ccccc3Cl)CCCCC2=O)c1 (stereo not drawn),17.5%,-1.4%,0.5,1.1%,-11.2%,-1.3%,-48.9%,i,-2.5%,0.9%
O=C(O)c1ccccc1CSc1nc2ccccc2[nH]1,-47.8%,2.7%,·,-9.7%,3.1%,-2.3%,-11.8%,·,-3.1%,1.1%
COC(=O)C1=C(C)NC(=O)/C1=C\N(C)C,-20.3%,5.0%,0.6,-0.9%,-0.6%,1.9%,-10.0%,i,0.8%,-13.0%
COc1ccc(-c2noc(CCC(=O)N3CCN(c4cccc(C(F)(F)F)c4)CC3)n2)cc1,-11.1%,-2.2%,2.6*,-1.9%,1.6%,3.9%,26.5%,+,-2.5%,12.2%
CCOC(=O)c1sc2nc(CN3CCN(c4cccc(C(F)(F)F)c4)CC3)[nH]c(=O)c2c1C,-1.6%,4.7%,1.2,6.0%,12.5%,1.5%,9.7%,i,-2.1%,-7.3%
COc1ccc(/C=C(\C#N)C(=O)Nc2cccc3ncccc23)cc1OC,-6.0%,-1.5%,0.8,-2.8%,1.8%,-2.6%,-0.6%,i,-0.5%,0.4%
CCC(C)C(=O)Nc1cc(C(=O)OC)ccc1C(=O)OC (stereo not drawn),-16.1%,0.0%,5.6,-0.5%,15.3%,-0.7%,3.5%,i,2.5%,-11.8%
CCCCN(CC)C(=O)c1cc2c(=O)[nH]c3ccc(C)cc3c2s1,-17.6%,0.7%,0.5,-3.8%,2.7%,4.3%,39.8%,i,2.5%,-1.6%

Screens from PubChem.
